ATXN2 expr inh = Primary qHTS for Inhibitors of ATXN expression; Potency, µM (highest dose often 57 µM), for inactives: at the highest dose activity change, negative = inhibition, usual class: inhibitors; hit rate 0.72% among 360,000; HEK-293 ATXN2-luciferase reporter, luminescence, 24 h; also: potency is read from the fitted curve at half-maximal effect; % is scaled to controls: 0 for no effect and ±100 for the full control effect; nearly all actives have a fitted effect of over 55% in size
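ATXN2-luciferase reporter cells (luciferase flanked by upstream and downstream ATXN2 gene portions) were treated 24 h at 37 °C with compounds at up to 57 uM. SteadyGlo luminescence gave expression; GF-AFC fluorescence gave viability.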
EPAC2 agonist = qHTS for Agonist of cAMP-regulated guanine nucleotide exchange factor 4 (EPAC2): primary screen. hit rate 0.079% among 360,000. Rap guanine nucleotide exchange factor 4 (Homo sapiens), Q8WZA2. Potency, µM (top dose mostly 154 µM), inactives show at the top dose activation, actives largely listed as activators. EPAC2 activation, biochemical qHTS; response scale: 100% = 6.5 mM cAMP response; also: potency is read from the fitted curve at half-maximal effect; nearly all actives have a fitted effect of over 50% in size
Target sequence (Q8WZA2 whole entry, looked up): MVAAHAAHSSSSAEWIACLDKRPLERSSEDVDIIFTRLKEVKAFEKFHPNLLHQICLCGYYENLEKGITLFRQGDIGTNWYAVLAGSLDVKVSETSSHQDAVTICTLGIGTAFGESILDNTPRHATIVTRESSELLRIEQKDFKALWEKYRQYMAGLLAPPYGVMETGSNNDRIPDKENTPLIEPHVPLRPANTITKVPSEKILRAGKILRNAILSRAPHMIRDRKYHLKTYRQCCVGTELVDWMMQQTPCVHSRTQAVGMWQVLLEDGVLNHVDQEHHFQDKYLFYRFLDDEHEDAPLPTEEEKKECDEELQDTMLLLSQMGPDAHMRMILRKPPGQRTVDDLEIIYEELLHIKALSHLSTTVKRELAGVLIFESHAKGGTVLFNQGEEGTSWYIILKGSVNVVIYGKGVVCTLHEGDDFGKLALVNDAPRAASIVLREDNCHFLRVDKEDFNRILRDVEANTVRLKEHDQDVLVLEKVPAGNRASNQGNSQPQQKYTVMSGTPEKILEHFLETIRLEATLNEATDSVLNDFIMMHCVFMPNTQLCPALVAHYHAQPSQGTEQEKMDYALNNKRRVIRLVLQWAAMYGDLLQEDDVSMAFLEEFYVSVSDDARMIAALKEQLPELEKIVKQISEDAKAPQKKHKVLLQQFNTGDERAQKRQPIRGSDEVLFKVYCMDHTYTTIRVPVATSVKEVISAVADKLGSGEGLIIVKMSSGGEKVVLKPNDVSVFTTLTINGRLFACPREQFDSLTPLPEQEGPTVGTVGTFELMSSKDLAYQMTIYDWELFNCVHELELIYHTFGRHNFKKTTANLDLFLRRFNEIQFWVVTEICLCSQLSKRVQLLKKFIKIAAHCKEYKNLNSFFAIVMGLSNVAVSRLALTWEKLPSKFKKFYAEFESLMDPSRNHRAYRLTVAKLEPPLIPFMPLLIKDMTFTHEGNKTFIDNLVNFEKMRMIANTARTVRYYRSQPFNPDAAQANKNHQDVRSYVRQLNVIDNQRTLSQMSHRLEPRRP
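Exchange assay: 100 nM EPAC2 with 250 nM Rap1B-BODIPY-GDP and 50 uM GDP. Fluorescence (ex 480/em 540 nm) read every 5 min for 30 min at room temperature. Data normalized to 6.5 mM cAMP as agonist control.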
Nrf2 block = Nrf2 qHTS screen for inhibitors | A549 ARE-Fluc reporter, luciferase luminescence, 18-24 h | Potency, µM (doses to about 46 µM), without a hit: top-dose activity change, negative = inhibition, hits mostly inhibitors | hit rate 2.1% among 360,000; also: potency is read from the fitted curve at half-maximal effect; % is scaled to controls: 0 for no effect and ±100 for the full control effect; nearly all actives have a fitted effect of over 60% in size
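Quantitative HTS in A549 cells stably bearing an antioxidant response element-firefly luciferase construct. Inhibition of Nrf2-driven transcription was scored by luminescence after 18-24 h of compound exposure at 37 °C.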
HepG2 tox = qHTS for Inhibitors of TGF-b: Cytotox Counterscreen; Potency, µM (titrated, usually from 46.1 µM), inactives show at the highest dose activity change, negative = cytotoxicity, actives largely listed as cytotoxic; hit rate 0.76% among 410,000; AID 588856, 2011; HepG2 CAGA-GFP viability, ATP luminescence, 18 h; also: potency is read from the fitted curve at half-maximal effect; some results filed as inactive show a strong effect at the top dose
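HepG2 CAGA-GFP cells (1000/well, DMEM with 1% FBS) received compound, then TGF-beta at 500 pg/mL final, and were incubated 18 hours at 37 degrees C. Viability was read by CellTiter-Glo luminescence. Media-only wells were set as complete cell-killing and DMSO as no toxicity.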
ATXN viability = Viability Counterscreen for Primary qHTS for Inhibitors of ATXN expression | S2 cells (HEK-293 line with an ATXN2-luciferase reporter) viability, CellTiter-Fluor protease fluorescence, 24 h | Potency, µM (doses to about 56.7 µM), actives largely listed as cytotoxic | hit rate 0.49% among 400,000 | AID 651635, 2014; also: potency is read from the fitted curve at half-maximal effect; nearly all actives have a fitted effect of over 40% in size
Nrf2 activator = qHTS of Nrf2 Activators; Potency, µM (titrated, usually from 46.1 µM), for inactives: at the top dose activation, hits mostly activators; hit rate 0.31% among 410,000; AREc32 ARE-luciferase reporter (MCF7-derived line), luminescence, 24 h; AID 624171, 2012; also: potency is read from the fitted curve at half-maximal effect; % of control where 0% means no effect; nearly all actives have a fitted effect of over 65% in size
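AREc32_Fluc, 1000 cells/well, OPTI-MEM + 5% FBS, o/n 37 deg C 5% CO2; 23 nL cpd by pin tool, 24 hr; Steady-Glo 30 min RT, luminescence.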
A549 tox = Nrf2 qHTS screen for inhibitors: counterscreen for cytotoxicity. A549 ARE-Fluc cells, CellTiter-Fluor viability, 18-24 h. Potency, µM (series often up to 46 µM), inactives show at the highest dose activity change, negative = cytotoxicity, actives largely listed as inhibitors. hit rate 0.16% among 390,000. AID 504648, 2011; also: potency is read from the fitted curve at half-maximal effect; % is scaled to controls: 0 for no effect and ±100 for the full control effect
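A549 ARE_Fluc cells in 5% FBS OPTI-MEM were exposed to compounds in concentration-response for 18-24 h at 37 deg C. Viability was read by CellTiter-Fluor fluorescence (Ex 405/Em 525) after 30 min, before the luciferase read.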
TGFb inhibitor = qHTS for Inhibitors of TGF-b; HepG2 CAGA-GFP TGF-b/SMAD3 reporter, GFP fluorescence, 18 h; TGF-beta stimulated, 500 pg/mL final; hit rate 1.2% among 410,000; Potency, µM (titrated, usually from 46.1 µM), for inactives: at the highest dose activity, negative = inhibition, usual class: inhibitors; AID 588855, 2011; also: potency is read from the fitted curve at half-maximal effect; % is scaled to controls: 0 for no effect and ±100 for the full control effect; nearly all actives have a fitted effect of over 65% in size
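Per well, imaged GFP fluorescence of HEPG2 CAGA-GFP cells gives the signal; cells get compound, then TGF-beta (500 pg/mL final), 18 h at 37 degrees C; %Activity versus -TGF-beta and +DMSO controls.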
IL2 activator = qHTS of IL-2 Activators. AID 652025, 2013. hit rate 0.065% among 360,000. activation, % (series mostly up to about 46 µM). IL-2 activation reporter assay, cell-based qHTS; stimulated with anti-CD3/CD4/CD28 beads; in transgenic mouse T cells; in the data active = activation above about 50%; inconclusive = mostly about 30% to 49%; also: 0% is about no effect
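Readout is EGFP and DsRed signal by fluorescent plate cytometry after 18 h at 37 degrees C. Transgenic mouse T cells (750/well) received compound for 60 min before bead stimulation (anti-CD3, anti-CD4, anti-CD28); memory T cells served as non-tolerant control.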
Active calls of the source: *; [ ] = remark or other dose. Unless noted, calls follow the shape of the dose curve; as a rule, active = well fitted curve in the direction sought with a large enough effect; inconclusive = small, poorly fitted or top-dose-only effect, or another doubt; inactive = no such curve, though single readings can be large; an effect the other way counts as inactive or inconclusive.

How did O=c1[nH]ncc2c3ccccc3n(Cc3ccc(F)cc3)c12 do in these assays?
ATXN2 expr inh: 5%; EPAC2 agonist: -8%; Nrf2 block: 20%; HepG2 tox: -8%; ATXN viability: inactive; Nrf2 activator: -0.1%; A549 tox: inconclusive; TGFb inhibitor: 2%; IL2 activator: 0.2

How did CCOC(=O)c1c(C)oc2nc(C)nc(NCC3CCN(Cc4ccc(C)cc4)CC3)c12 do in these assays?
ATXN2 expr inh: -10%; Nrf2 block: inconclusive; HepG2 tox: 0%; ATXN viability: inactive; Nrf2 activator: 0.4%; A549 tox: 5%; TGFb inhibitor: 24%

What do the screens show for `COC(=O)c1cc(OC)c(OC)cc1NC(=S)N1CCN(c2ccccn2)CC1`?
ATXN2 expr inh: -8%; EPAC2 agonist: -1%; Nrf2 block: -2%; HepG2 tox: -18%; ATXN viability: inactive; Nrf2 activator: -0.5%; A549 tox: -1%; TGFb inhibitor: 20%; IL2 activator: 1.1

What do the screens show for `Cc1cccc(C)c1NC(=O)C1CCCN1C(=O)Nc1cccc(F)c1` (configuration not stated)?
ATXN2 expr inh: -2%; EPAC2 agonist: -1%; Nrf2 block: -7%; HepG2 tox: 1%; ATXN viability: inactive; Nrf2 activator: -0.1%; A549 tox: -7%; TGFb inhibitor: 0%; IL2 activator: 0.4

Results for CS(=O)(=O)N1CCc2cc(C(=O)Nc3ccccc3Br)ccc21 ?
ATXN2 expr inh: 41%[activator]; EPAC2 agonist: 13%; Nrf2 block: 1%; HepG2 tox: -10%; ATXN viability: inactive; Nrf2 activator: -0.1%; A549 tox: 0%; TGFb inhibitor: 3%; IL2 activator: -3.2

What do the screens show for `O=C(Nc1ccc2c(c1)OCCO2)C1c2ccccc2OCC(=O)N1Cc1ccco1` (configuration not stated)?
ATXN2 expr inh: 11%; EPAC2 agonist: 8%; ATXN viability: inactive; Nrf2 activator: 3.8%; IL2 activator: 0.1

What do the screens show for `COc1ccc(/C=N/NC(=O)c2[nH]c(C)c(C(=O)N/N=C/c3ccc(OC)cc3)c2C)cc1`?
ATXN2 expr inh: -13%; EPAC2 agonist: 7%; Nrf2 block: inconclusive; HepG2 tox: -8%; ATXN viability: inconclusive; Nrf2 activator: 4.7%; A549 tox: 0%; TGFb inhibitor: 0%; IL2 activator: -1.8

How did CCOc1ccc(CN2C(=O)c3ccccc3C2C(=O)NCC2CCCO2)cc1 (configuration not stated) do in these assays?
ATXN2 expr inh: -4%; EPAC2 agonist: 1%; Nrf2 block: 7%; HepG2 tox: 0%; ATXN viability: inactive; Nrf2 activator: 3.2%; A549 tox: 0%; TGFb inhibitor: -3%; IL2 activator: 2.4

Results for CCC(=O)N1CCc2cc(S(=O)(=O)CCC(=O)N3CCN(c4ccccc4Cl)CC3)ccc21 ?
ATXN2 expr inh: 1%; Nrf2 block: inconclusive; HepG2 tox: 4%; ATXN viability: inactive; Nrf2 activator: -0.1%; A549 tox: 0%; TGFb inhibitor: 20%

Results for CC1CCC(C(O)(C(=O)O)C2CCCCC2)CC1C (configuration not stated) ?
ATXN2 expr inh: 4%; EPAC2 agonist: -9%; Nrf2 block: inconclusive; HepG2 tox: -15%; ATXN viability: inactive; Nrf2 activator: -1.0%; A549 tox: -29%; TGFb inhibitor: 0%; IL2 activator: -2.4

How did Cn1cc(CN(C(=O)Nc2ccccc2)C2CCCCC2)c2ccccc21 do in these assays?
ATXN2 expr inh: inconclusive; Nrf2 block: -26%; HepG2 tox: 16µM*; ATXN viability: inconclusive; Nrf2 activator: -1.5%; A549 tox: -23%; TGFb inhibitor: inconclusive

How did COc1ccccc1OCC(=O)Nc1ccc(S(=O)(=O)Nc2cc(C)nc(C)n2)cc1 do in these assays?
ATXN2 expr inh: -2%; EPAC2 agonist: 6%; HepG2 tox: 13%; ATXN viability: inactive; Nrf2 activator: 0.0%; A549 tox: 0%; TGFb inhibitor: 6%; IL2 activator: 1.1

How did O=C(NCCCO)C(=O)NCC(c1ccc2c(c1)OCO2)N1CCN(c2ccc(F)cc2)CC1 (configuration not stated) do in these assays?
ATXN2 expr inh: -3%; EPAC2 agonist: 4%; Nrf2 block: 1%; HepG2 tox: -12%; ATXN viability: inactive; Nrf2 activator: -0.9%; A549 tox: 0%; TGFb inhibitor: -1%; IL2 activator: -0.5

Results for Cc1ccc(-c2nnc3ccc(SCC(=O)Nc4cc(C)on4)nn23)cc1 ?
ATXN2 expr inh: 0%; EPAC2 agonist: 3%; Nrf2 block: 24%; HepG2 tox: -4%; ATXN viability: inconclusive; Nrf2 activator: -0.6%; A549 tox: -7%; TGFb inhibitor: 4%; IL2 activator: -2.2

Results for CC1(C)NC(=O)N(CC(O)Cn2c3ccccc3c3ccccc32)C1=O (configuration not stated) ?
ATXN2 expr inh: -1%; EPAC2 agonist: 16%; Nrf2 block: -4%; HepG2 tox: 9%; ATXN viability: inactive; Nrf2 activator: 0.3%; A549 tox: 5%; TGFb inhibitor: 10%; IL2 activator: -2.8

Results for COc1cc(OC)nc(Oc2cccc(Cl)c2C)n1 ?
ATXN2 expr inh: -7%; EPAC2 agonist: 14%; Nrf2 block: 5%; HepG2 tox: -24%; ATXN viability: inactive; Nrf2 activator: -1.0%; A549 tox: -1%; TGFb inhibitor: 0%; IL2 activator: 0.9

How did Cn1c(SCC(=O)c2c(N)n(C)c(=O)n(C)c2=O)nnc1-c1ccccc1F do in these assays?
ATXN2 expr inh: -14%; EPAC2 agonist: 3%; Nrf2 block: 2%; HepG2 tox: 10%; ATXN viability: inactive; Nrf2 activator: 0.4%; A549 tox: -5%; TGFb inhibitor: -16%; IL2 activator: -0.1

How did CC(C)CCNC(=O)CN(C(=O)CCC(=O)Nc1ccccn1)c1ccc(F)c(Cl)c1 do in these assays?
EPAC2 agonist: -4%; Nrf2 block: 12%; HepG2 tox: -13%; ATXN viability: inactive; Nrf2 activator: -1.1%; A549 tox: 23%; TGFb inhibitor: -3%; IL2 activator: -2.2

What do the screens show for `CC12CCC(C(=O)NC3CCCCC3)([C@H](Br)C1=O)C2(C)C` (some centres not stated)?
EPAC2 agonist: 3%; Nrf2 block: 21%; HepG2 tox: 2%; ATXN viability: inactive; Nrf2 activator: -0.7%; A549 tox: 13%; TGFb inhibitor: -2%; IL2 activator: -0.6

Results for CCc1ccc(-n2nc(C)c3c(C(=O)Nc4cc(C)c(Cl)cc4OC)cc(C)nc32)cc1 ?
ATXN2 expr inh: 16%; Nrf2 block: 36%; HepG2 tox: 0%; ATXN viability: inactive; Nrf2 activator: 3.7%; A549 tox: 15%; TGFb inhibitor: -2%

How did CC(C)C(=O)Nc1nnc(-c2ccccc2)o1 do in these assays?
ATXN2 expr inh: 7%; EPAC2 agonist: -4%; Nrf2 block: 2%; HepG2 tox: 2%; ATXN viability: inactive; Nrf2 activator: 0.0%; A549 tox: -2%; TGFb inhibitor: -8%; IL2 activator: 0.2

How did O=C(Nc1cccnc1Cl)c1cc(-c2ccc(F)cc2)on1 do in these assays?
ATXN2 expr inh: -2%; EPAC2 agonist: 8%; Nrf2 block: 5%; HepG2 tox: -4%; ATXN viability: inactive; Nrf2 activator: -0.3%; A549 tox: 5%; TGFb inhibitor: -20%; IL2 activator: -2.2

Results for CS(=O)(=O)N(CC(=O)N1CCc2ccccc2C1)c1ccc(Br)cc1 ?
ATXN2 expr inh: -14%; EPAC2 agonist: 21%; Nrf2 block: -16%; HepG2 tox: 34%; ATXN viability: inactive; Nrf2 activator: 0.5%; A549 tox: 2%; TGFb inhibitor: 22%; IL2 activator: 0.0

What do the screens show for `CCCNS(=O)(=O)c1ccc(OCC(=O)N2CCCC2)cc1`?
ATXN2 expr inh: -27%; EPAC2 agonist: 9%; Nrf2 block: -3%; HepG2 tox: -5%; ATXN viability: inactive; Nrf2 activator: 0.0%; A549 tox: 0%; TGFb inhibitor: -13%; IL2 activator: 1.5

How did Cc1ccc(CNC(=O)c2cncc(Br)c2)cc1 do in these assays?
ATXN2 expr inh: 30%; EPAC2 agonist: 1%; Nrf2 block: 9%; HepG2 tox: -3%; ATXN viability: inactive; Nrf2 activator: -0.5%; A549 tox: 5%; TGFb inhibitor: 3%; IL2 activator: -2.1

Nothing new here: entries from further up.
Results for CCc1ccc(-n2nc(C)c3c(C(=O)Nc4cc(C)c(Cl)cc4OC)cc(C)nc32)cc1 ?
ATXN2 expr inh: 16%; Nrf2 block: 36%; HepG2 tox: 0%; ATXN viability: inactive; Nrf2 activator: 3.7%; A549 tox: 15%; TGFb inhibitor: -2%

How did CC(C)C(=O)Nc1nnc(-c2ccccc2)o1 do in these assays?
ATXN2 expr inh: 7%; EPAC2 agonist: -4%; Nrf2 block: 2%; HepG2 tox: 2%; ATXN viability: inactive; Nrf2 activator: 0.0%; A549 tox: -2%; TGFb inhibitor: -8%; IL2 activator: 0.2

How did O=C(Nc1cccnc1Cl)c1cc(-c2ccc(F)cc2)on1 do in these assays?
ATXN2 expr inh: -2%; EPAC2 agonist: 8%; Nrf2 block: 5%; HepG2 tox: -4%; ATXN viability: inactive; Nrf2 activator: -0.3%; A549 tox: 5%; TGFb inhibitor: -20%; IL2 activator: -2.2
